Screens deposited in PubChem BioAssay by Sanford-Burnham Center for Chemical Genomics.
TIM10 inh = inhibits growth of TIM10 yeast strain | 1.4% of 330,000 active | S. cerevisiae TIM10 strain growth, BacTiter-Glo luminescence, 24 h | AID 463195 | inhibition, % at 10 µM;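 active = inhibition of 40% or more at the single tested concentration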;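 also: wild-type TIM10 isogenic control strain grown at permissive 25 °C; 0% = DMSO yeast wells and 100% = minimal medium wells without yeast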
tim10-1 inh = inhibits growth of tim10-1 mutant yeast. inhibition, % at 20 µM. AID 463190. S. cerevisiae tim10-1 ts strain growth, BacTiter-Glo, 24 h. 2.2% of 330,000 active;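 active = inhibition of at least 40%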;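 also: mutant grown at 25 °C; 0% = DMSO wells with yeast and 100% = wells holding no yeast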
hIAP block = blocks human intestinal alkaline phosphatase | P09923 | purified IAP, CDP-Star luminescence, 30 min | inhibition, % at 10 µM | 0.12% of 330,000 active;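 active = inhibition reaching a set limit with compound at 10 µM in the primary screen, cut at about 35% in these data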;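 also: plate controls were DMSO wells with enzyme for no effect and no-enzyme buffer wells for full effect; values of inactives mirror those of a sister screen read the other way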
Target sequence (P09923 whole entry, looked up): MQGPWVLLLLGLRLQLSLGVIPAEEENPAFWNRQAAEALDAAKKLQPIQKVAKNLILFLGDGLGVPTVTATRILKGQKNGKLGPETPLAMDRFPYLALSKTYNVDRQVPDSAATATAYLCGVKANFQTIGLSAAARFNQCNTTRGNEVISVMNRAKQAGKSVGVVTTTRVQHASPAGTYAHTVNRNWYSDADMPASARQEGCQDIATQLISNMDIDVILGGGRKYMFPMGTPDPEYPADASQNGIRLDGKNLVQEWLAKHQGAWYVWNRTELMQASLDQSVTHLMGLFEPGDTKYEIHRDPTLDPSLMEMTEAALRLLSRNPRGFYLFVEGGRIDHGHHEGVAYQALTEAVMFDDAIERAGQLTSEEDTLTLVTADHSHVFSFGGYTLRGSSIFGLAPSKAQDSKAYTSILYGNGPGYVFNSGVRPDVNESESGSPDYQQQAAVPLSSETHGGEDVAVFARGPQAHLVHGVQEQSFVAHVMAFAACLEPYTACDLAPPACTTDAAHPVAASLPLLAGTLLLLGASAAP
ATG4B inhibitor = ATG4B (human) cysteine protease inhibition. ATG4B cleavage of LC3-PLA2, NBD-HPC fluorescence, 1 h. inhibition, % at 8.33 µM. 0.51% of 340,000 active. AID 504462; in the data active = inhibition above about 40%
Target sequence (Q9Y4P1 whole entry, looked up): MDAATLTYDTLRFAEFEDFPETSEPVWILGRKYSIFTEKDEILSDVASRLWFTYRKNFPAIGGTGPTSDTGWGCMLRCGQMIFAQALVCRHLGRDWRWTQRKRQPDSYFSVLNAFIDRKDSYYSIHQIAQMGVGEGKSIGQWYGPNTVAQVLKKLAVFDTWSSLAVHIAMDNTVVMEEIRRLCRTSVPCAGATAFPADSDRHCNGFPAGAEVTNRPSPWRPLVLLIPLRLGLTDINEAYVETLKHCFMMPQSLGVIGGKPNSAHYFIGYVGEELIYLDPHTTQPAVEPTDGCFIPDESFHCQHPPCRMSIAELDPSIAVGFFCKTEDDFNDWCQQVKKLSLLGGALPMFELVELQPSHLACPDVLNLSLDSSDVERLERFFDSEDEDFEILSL
Apaf-1 inh = human Apaf-1 inhibition; reconstituted apoptosome caspase-3 activity, DEVD-Rh110 fluorescence; inhibition, % at 20 µM; O14727; AID 489030; 0.71% of 330,000 active; active = inhibition of at least 40% at 20 µM;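 also: plate controls were DMSO wells for no effect and DEVD-CHO caspase inhibitor wells for full effect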
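Material: cell-free apoptosome with Apaf-1, procaspase-3 and caspase-9; Buffer or medium: Hepes pH 7.5 with detergent and BSA; Reagent: cytochrome c trigger plus (Z-DEVD)2-Rh110 caspase-3 substrate; Times: compound with Apaf-1, dATP, procaspase-3 30 min, then 50 min reaction, room temperature; Technique: Rh110 fluorescence intensity.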
mIAP act = mouse IAP activation. muIAP, CDP-Star luminescence, 30 min; stronger effect = higher value; 1 = vehicle-only enzyme signal, 0 = enzyme-free wells. activation factor at 10 µM. 0.24% of 330,000 active. AID 2805;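 active = activation factor of at least 2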; also: the source names both 10 and 20 µM as test concentration; values of inactives mirror those of a sister screen read the other way
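Assay system: mouse IAP enzyme / Compound: DMSO-dissolved test compounds / Timing: 30 min, room temperature / Measured by: luminescence from enzymatic CDP-Star hydrolysis / Control set: DMSO-only wells, enzyme-free buffer wells as negative control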
mIAP block = blocks mouse intestinal alkaline phosphatase | purified mouse IAP, CDP-Star luminescence, 30 min | inhibition, % at 10 µM | 0.2% of 330,000 active;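 active = inhibition of at least 40% at 10 µM in the primary screen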;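 also: plate controls were DMSO with enzyme for no effect and no enzyme wells for full effect; values of inactives mirror those of a sister screen read the other way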
NLRP3 yeast inh = inhibitors of NALP3 inflammasome in yeast; Yeast reconstituted NLRP3/ASC/caspase-1, beta-gal luminescence, 24 h; inhibition, % at 10 µM; 0.39% of 330,000 active; AID 2825;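 active = inhibition of 50% or more; inactive = inhibition below 50%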;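 also: plate controls were induced DMSO wells for no effect and uninduced yeast grown without galactose for full effect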
hIAP act = human IAP activation; P09923; purified human IAP, CDP-Star luminescence, 30 min; stronger effect = higher value; 1 = vehicle-only enzyme, 0 = enzyme-free background; activation factor at 10 µM; 0.16% of 330,000 active; AID 2524;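 active = activation factor of the enzyme at least 2-fold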; also: the source names both 10 and 20 µM as test concentration; values of inactives mirror those of a sister screen read the other way
* = called active by the depositor.

Molecule	tim10-1 inh	ATG4B inhibitor	mIAP act	hIAP block	NLRP3 yeast inh	TIM10 inh	Apaf-1 inh	hIAP act	mIAP block
c1ccc(OCc2noc(CN3CC[C@@H]4CCCC[C@H]4C3)n2)cc1	6.0	-0.9	0.937	3.8	31.7	6.3	-2.3	0.962	6.3
COc1ccc(NC(=O)c2ccc(C(=O)c3ccccc3)o2)cc1	9.2	-9.0	0.895	6.7	9.4	16.5	1.1	0.933	10.5
Cc1nc(N2CCCC2C(=O)O)c2oc3ccccc3c2n1 (centres undefined)	6.2	-4.3	0.975	-8.0	-13.1	6.8	-3.6	1.08	2.5
Cc1ccc(-c2cc(C(F)(F)F)nc(SCC(=O)c3cccc([N+](=O)[O-])c3)n2)cc1	11.1	-24.9	0.866	-15.4	6.6	9.9	-3.3	1.15	13.4
CC1(C)Cc2nc(Cl)c(C(N)=O)cc2CO1	-8.7	-5.8	1.06	-1.0	-6.4	6.6	-7.7	1.01	-6.4
Cc1noc(C)c1C(=O)OCC(=O)Nc1c(F)cccc1F	12.2	-6.1	0.961	7.8	0.4	7.9	-1.4	0.922	3.9
COc1ccc(-n2nc(C(N)=O)nc2-c2ccccc2)cc1	-13.0	-3.1	1.03	-5.6	4.2	-2.8	-0.6	1.06	-3.3
Cn1c(SCC(=O)c2c(N)n(C)c(=O)n(C)c2=O)nnc1-c1ccccc1F	-15.4	5.3	0.98	6.1	6.9	0.6	-5.6	0.939	2.0
Cc1cc(=O)oc2cc(OC(C)C(=O)Nc3ccc(N4CCOCC4)cc3)ccc12 (centres undefined)	8.1	-9.0	0.919	24.5	4.7	11.6	-9.6	0.755	8.1
Cc1ccccc1Cn1c(CN2CCN(C(=O)c3ccco3)CC2)nc2c1c(=O)n(C)c(=O)n2C	12.1	0.6	0.969	13.7	-1.2	4.7	-9.2	0.864	3.1
Cc1ccc(C)c(N2CC(=O)N(c3cc(C)ccc3C)CC2=O)c1	0.9	-2.8	1.03	-9.1	-0.2	-4.4	-1.9	1.09	-2.8
Cc1cc(C)c(S(C)(=O)=O)c(Oc2ccc(F)cc2)n1	1.8	-4.5	0.97	3.3	-12.4	-38.6	-2.5	0.967	3.0
COc1cccc(N/N=C/c2cccc(Br)c2O)c1	23.0	0.6	1.01	13.0	9.8	56.5*	3.6	0.87	-1.0
NC(=O)C1CCN(C(=O)c2cc(-c3ccc(Cl)cc3)nc3ccccc23)CC1	5.7	0.7	0.959	-6.7	18.5	0.0	4.6	1.07	4.1
O=S(=O)(c1cccc(-c2n[nH]c(=S)n2Cc2ccccc2)c1)N1CCOCC1	8.5	1.5	1	18.6	6.9	-15.7	-15.6	0.814	-0.2
Cc1nc2ccccc2c(=O)n1NS(C)(=O)=O	5.6	-5.6	1.1	-3.3	8.1	3.6	3.7	1.03	-10.2
CCOC(=O)C1C(=O)CC(C)(O)C(C(=O)OCC)C1c1ccco1 (centres undefined)	13.5	-1.1	0.881	16.0	11.9	11.6	-3.5	0.84	11.9
O=C(O)CC(NC(=O)C(F)(F)F)c1ccc2c(c1)OCO2 (centres undefined)	-22.1	-0.7	1	-9.4	19.1	-12.9	2.5	1.09	-0.5
Cc1ccc(NC(=O)c2cncc(Br)c2)nc1	12.4	7.7	0.951	3.6	11.6	10.7	-4.7	0.964	4.9
Cc1cc(C)n2nc(SCC(=O)Nc3ccc(S(=O)(=O)N(C)C)cc3)nc2n1	12.8	-11.5	1.03	-0.5	3.9	2.0	-5.8	1	-2.9
O=C(CN1C(=O)c2ccccc2S1(=O)=O)Nc1cccc(S(=O)(=O)N2CCOCC2)c1	7.1	-6.5	1.13	-0.9	8.8	5.2	8.3	1.01	-13.3
Cc1ccc2c(c1)C1C=CCC1C(C(=O)NCCCN1CCOCC1)N2 (centres undefined)	7.8	-6.1	1.05	-2.3	1.8	-0.6	26.0	1.02	-5.2
CN(Cc1ccc(C(C)(C)C)cc1)C(=O)C1CCN(C(=O)Nc2ccccc2)CC1	20.5	1.3	1.11	6.4	3.7	6.3	19.3	0.936	-10.7
COc1ccc([N+](=O)[O-])cc1NC(=S)NC(=O)C(C)(C)C	0.4	-0.8	0.986	-3.2	21.4	-5.3	-14.2	1.03	1.4
COc1ccccc1NC(=O)c1ccc(NC(=O)COC(=O)c2cncc(Br)c2)cc1	-3.6	-15.1	1.01	-8.1	15.8	-0.6	23.4	1.08	-0.6
COc1cccc(/C=N/NC(=O)NC23CC4CC(CC(C4)C2)C3)c1O	51.7*	-8.3	1.83	-74.1	38.9	41.7*	40.1*	1.74	-83.2
CCOC(=O)CSC1=NC(=O)/C(=C\c2ccc(OC(C)=O)cc2)S1	69.0*	4.3	0.768	-5.1	6.8	51.2*	-3.6	1.05	23.2
COc1ccc(N2CCN(c3cc(C)c4ccc(C)cc4n3)CC2)cc1	20.6	6.6	1.06	-5.3	15.7	5.2	15.0	1.05	-6.5
O=C(c1cnsn1)N1CCC(CO)(Cc2cccc(F)c2)CC1	-5.9	-0.2	1.01	0.0	-8.0	-27.5	-11.9	1	-1.3
C/C(=N\NC(=O)CSc1nc2ccccc2s1)c1ccco1	9.2	-4.6	1.02	-1.5	-4.8	-7.9	0.4	1.01	-2.3
CC(O)CNCCOc1cccc(Oc2ccccc2)c1 (centres undefined)	8.5	-3.5	1.05	-6.6	14.7	-16.4	1.2	1.07	-4.8
CCc1nnc(NC(=O)c2ccc(S(=O)(=O)NCC(C)C)cc2)s1	-4.5	-9.2	1.02	15.6	0.2	6.0	-14.1	0.844	-2.2
Cc1nc2cc(CO)ccc2n1C	3.9	1.6	0.935	1.5	-5.9	-10.9	-1.6	0.985	6.5
CCOc1ccc(NC(=O)C(Cc2ccccc2)NC(=O)C2CCCCC2)cc1 (centres undefined)	8.9	4.2	1.03	1.0	-1.2	3.8	-7.4	0.99	-3.1
Cc1occc1-c1nnc(SCC(=O)N2CCN(c3ccccc3)CC2)n1C	5.9	-7.9	0.978	18.8	16.3	-0.8	-4.6	0.812	2.2
Cc1ccc(O)c(N=Nc2ccc(S(=O)(=O)N3CCCC3)cc2)c1	23.6	-4.0	0.781	14.9	-20.3	26.6	-7.8	0.851	21.9
O=C(/C=C/c1cccc([N+](=O)[O-])c1)NCCSCc1ccco1	16.7	32.0	0.926	-6.8	13.9	6.6	0.5	1.07	7.4
CC(=O)c1ccc(N2CCN(C(=O)CCCn3c(=O)[nH]c4ccsc4c3=O)CC2)cc1	-1.2	-6.0	1.03	-4.1	5.5	9.4	2.8	1.04	-2.8
Cn1ccnc1SCC(=O)Nc1cccc(C#N)c1	-1.4	-1.2	1.13	5.4	8.7	4.1	-14.5	0.946	-12.7
COC(=O)c1cc(NCc2cccs2)ccc1N1CCOCC1	13.2	2.9	1.09	-17.8	-1.6	-1.3	0.6	1.18	-9.4
CCOC(=O)N1CCN(C(=O)c2cnn3ccccc23)CC1	14.1	-6.6	0.971	9.8	19.8	-18.0	-4.8	0.902	2.9
CCNC(=O)C1Cc2ccccc2CN1S(=O)(=O)c1ccc(F)cc1 (centres undefined)	11.9	-1.1	1.01	-0.3	6.8	-10.2	-3.9	1	-0.7
COc1cccc(-c2nc(CS(=O)(=O)CC(=O)N3CCc4ccccc43)c(C)o2)c1	-6.7	0.5	1.02	-0.1	19.0	-1.0	13.6	1	-2.3
Cc1ccc(-c2nnc(Cc3ccc([N+](=O)[O-])cc3)o2)cc1	5.4	-4.4	0.949	0.2	15.2	13.3	-8.3	0.998	5.1
Cc1ccc(NC(=O)CC2=NC(=O)C(CC(=O)Nc3ccccc3C)S2)cc1 (centres undefined)	-1.5	-9.4	1.02	-30.5	-33.9	-6.5	18.5	1.3	-1.8
CS(=O)(=O)c1ccc(Cl)c(NC(=O)COC(=O)c2cccc(S(=O)(=O)N3CCCCC3)c2)c1	0.4	0.5	1.1	-7.6	15.8	-9.2	20.8	1.08	-10.1
CCC(=O)N1CCc2cc(S(=O)(=O)CCC(=O)NCc3cccs3)ccc21	-0.6	-7.1	1.03	-4.3	-6.3	11.1	1.4	1.04	-3.2
CCOc1ccccc1CNS(=O)(=O)c1ccc2c(c1)oc(=O)n2C	22.7	-8.1	0.946	6.1	2.3	18.4	-7.7	0.939	5.4
Cc1ccc(C(=O)c2sc3c(c2N)c(=O)[nH]c(=O)n3CCc2ccccc2)cc1	17.3	4.0	1.06	-18.6	-0.5	7.3	17.1	1.19	-6.5
O=c1c2ccccc2nc2n1C(CSc1ccc(Br)cc1)CN2 (centres undefined)	-21.5	10.2	0.947	11.0	-6.8	-12.9	0.0	0.89	5.3
O=[N+]([O-])c1ccc2nc(-c3ccccc3)cc(-c3ccccc3)c2c1	13.2	11.3	0.981	9.7	1.8	8.6	10.6	0.903	1.9
COc1ccccc1OC(=O)c1ccc2nsnc2c1	25.9	10.5	0.989	3.6	24.0	4.0	2.4	0.964	1.1
N#CCCN(C(=O)COC(=O)C1CCN(c2ccc(C(F)(F)F)cn2)CC1)c1ccc(F)cc1	13.9	-7.5	1.03	-14.4	12.0	9.4	20.4	1.14	-3.2
Cc1ccccc1C(=O)NC(=S)NCCN1CCOCC1	4.6	9.7	1.11	-13.1	-9.4	-14.0	14.5	1.13	-11.4
COc1cc(CN2CCC(C(=O)NCC(C)(C)CN(C)C)CC2)ccc1OCc1ccccc1	-7.6	-4.2	0.961	6.1	14.1	-6.1	0.6	0.939	3.9
COc1ccccc1NC(=O)N1CCc2c([nH]c3ccccc23)C1C(F)(F)F (centres undefined)	7.7	0.9	1.17	8.4	11.4	29.2	2.0	0.916	-17.0
CCn1c2ccccc2c2cc(NC(=O)CSc3nnc(-c4ccc(OC)cc4)n3N)ccc21	13.1	10.9	1.1	17.8	23.5	-7.4	2.4	0.822	-9.8
O=C(CN1CCN(C(=O)c2ccco2)CC1)Nc1ccc(F)cc1F	16.1	-6.0	1.01	-5.6	-0.5	7.3	9.4	1.06	-0.7
O=C(Nc1ccccc1)N1C2CCC1CC(O)(c1cccnc1)C2 (centres undefined)	7.5	-5.9	1.02	1.5	3.6	0.3	-2.4	0.985	-2.0
COc1ccc(C2=C(C#N)C(=O)OC2)cc1	31.3	4.3	1.05	14.6	3.2	-7.6	-10.4	0.854	-5.0
Cc1noc(NS(=O)(=O)c2ccc(NC(=O)c3cc4ccccc4o3)cc2)c1C	0.3	-9.4	0.956	2.5	-3.4	5.8	-2.0	0.975	4.4
CCC(C)(C)C(=O)Nc1nnc(CCc2ccccc2)s1	-19.4	-5.8	0.955	12.0	30.4	-28.7	10.4	0.88	4.5
COc1cc(NC(=O)c2ccc(-c3csc(C)n3)cc2)c(OC)cc1Cl	14.5	8.1	0.951	5.0	10.6	1.2	-13.0	0.95	4.9

Copied from the results shown, 2 compounds:
Molecule	tim10-1 inh	ATG4B inhibitor	mIAP act	hIAP block	NLRP3 yeast inh	TIM10 inh	Apaf-1 inh	hIAP act	mIAP block
CCC(C)(C)C(=O)Nc1nnc(CCc2ccccc2)s1	-19.4	-5.8	0.955	12.0	30.4	-28.7	10.4	0.88	4.5
COc1cc(NC(=O)c2ccc(-c3csc(C)n3)cc2)c(OC)cc1Cl	14.5	8.1	0.951	5.0	10.6	1.2	-13.0	0.95	4.9
